IL-2 act: IL-2 activation. activation, % (series mostly up to about 46 µM). hit rate 0.065% among 360,000. IL-2 activation reporter assay, cell-based qHTS; stimulated with anti-CD3/CD4/CD28 beads; in transgenic mouse T cells; in the data active means activation above about 50%; inconclusive means mostly about 30% to 49%; further: 0% is about no effect
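Unstimulated transgenic mouse T cells preincubated 60 min with compound, then stimulated with anti-CD3/anti-CD4-coated beads plus anti-CD28 for 18 h at 37 degrees C. IL-2 response read as EGFP and DsRed fluorescence by plate cytometry.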
EPAC1 ag: agonists of human EPAC1. EPAC1 agonist qHTS, biochemical assay; response scale: 100% = response to 6.5 mM cAMP. hit rate 0.073% among 360,000. AID 720707. Potency, µM (series often up to 154 µM), for the others: at the top dose activation, actives largely listed as activators; further: potency means the concentration at half of the fitted maximal effect; nearly all actives have a fitted effect of over 60% in size
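Read-out is the fluorescence drop as BODIPY-GDP leaves Rap1B (480 nm excitation, 540 nm emission), recorded every 5 minutes over 30 minutes. Reactions held 100 nM EPAC1, 250 nM Rap1B–BODIPY-GDP and 50 uM GDP, with 6.5 mM cAMP setting full activation.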
GLP-1R agonist: GLP-1 receptor (human) agonism. P43220. HEK293 GLP-1R CRE-luciferase, luminescence, 4-6 h; cells express a hypersensitive GLP-1R form. Potency, µM (highest dose often 45.6 µM), for inactives: at the highest dose activation, most hits filed as activators. hit rate 0.007% among 380,000; further: potency means the concentration at half of the fitted maximal effect; % of control where 0% means no effect
Target sequence (P43220 whole entry, looked up): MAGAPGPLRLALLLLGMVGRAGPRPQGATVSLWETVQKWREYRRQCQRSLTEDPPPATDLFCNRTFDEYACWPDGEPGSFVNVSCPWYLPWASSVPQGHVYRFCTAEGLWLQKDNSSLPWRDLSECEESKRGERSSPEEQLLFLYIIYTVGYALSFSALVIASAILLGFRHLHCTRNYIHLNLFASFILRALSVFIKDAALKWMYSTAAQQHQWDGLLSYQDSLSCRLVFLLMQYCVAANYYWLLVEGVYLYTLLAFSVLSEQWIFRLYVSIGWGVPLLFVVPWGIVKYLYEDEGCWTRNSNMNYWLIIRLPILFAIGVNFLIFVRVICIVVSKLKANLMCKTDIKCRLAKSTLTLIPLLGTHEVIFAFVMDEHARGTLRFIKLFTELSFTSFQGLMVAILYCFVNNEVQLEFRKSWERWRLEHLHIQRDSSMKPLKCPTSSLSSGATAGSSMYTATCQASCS
PI5P4K alpha inh: blocks human PI5P4K alpha kinase activity | P48426 | PI5P4Kalpha enzyme, ADP-Glo luminescence, 60 min; hits give low values | max response, % | hit rate 1.2% among 330,000 | AID 652105; active means max response of -50% or lower; inconclusive means between -30% and -50%; inactive means -30% or higher; further: value at the top dose of about 77 µM; on the % scale 0 is the no-effect control and ±100 the full control effect
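Compounds were pin-transferred onto PI5P4Kalpha and substrate in HEPES pH 7.4 buffer with EGTA, CHAPS and 5% DMSO. ATP (5 microM final) started the reaction, which ran 60 minutes at room temperature before ADP-Glo detection.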
EPAC1 antagonist: EPAC1 (human) antagonism | AID 720709 | Potency, µM (series often up to 115 µM), inactives show top-dose activity change, negative = inhibition, usual class: inhibitors | hit rate 0.14% among 360,000 | EPAC1 GEF assay, Rap1b-BODIPY-GDP exchange fluorescence | O95398;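 further: potency means the concentration at half of the fitted maximal effect; plate controls were vehicle for no effect and positive control for full effect; nearly all actives have a fitted effect of over 50% in size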
GLP1R inv ag: acts as inverse agonist at human GLP-1 receptor | P43220 | HEK293 GLP-1R CRE-luciferase, luminescence, 24 h; GLP-1R form is constitutively active | Potency, µM (titrated, usually from 38.3 µM), inactives show at the highest dose activity change, negative = inhibition, most hits filed as inhibitors | hit rate 1.6% among 410,000 | AID 624417; further: potency means the concentration at half of the fitted maximal effect; on the % scale 0 is the no-effect control and ±100 the full control effect; nearly all actives have a fitted effect of over 55% in size
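Stable HEK293 clone (constitutively active GLP-1R + cAMP-response luciferase); 200 cells/uL plated, 12 h pre-culture, compound 24 hr, 37 deg C/5% CO2; detection reagent 12 min RT; luminescence.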
HEK293 tox: cytotoxicity in counter-screen for GLP-1R inverse agonists; HEK293 cAMP-luciferase reporter cells, luminescence, 24 h; Potency, µM (series often up to 38.3 µM), for inactives: at the top dose activity change, negative = inhibition, usual class: inhibitors; hit rate 0.13% among 410,000; AID 624418;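 further: loss of luciferase light is scored as toxicity; potency means the concentration at half of the fitted maximal effect; on the % scale 0 is the no-effect control and ±100 the full control effect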
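To flag toxic compounds, the library was rerun on cells for 24 hr at 37 deg C and 5% CO2. Viability-linked luminescence was captured 12 min after adding luciferase detection reagent.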
PLK1 PBD block: PLK1 (human) polo-box domain binding inhibition; AID 720504; P53350; Plk1 PBD binding of FITC phosphopeptide, fluorescence polarization; Potency, µM, for the others: max response, negative = inhibition, usual class: inhibitors; hit rate 2.8% among 360,000; further: potency means the concentration at half of the fitted maximal effect; series mostly up to about 57 µM; on the % scale 0 is the no-effect control and ±100 the full control effect; nearly all actives have a fitted effect of over 65% in size
PTHR1 ag: agonists of human PTHR1 parathyroid hormone receptor; Potency, µM (highest dose often 115 µM), for inactives: at the highest dose activation, most hits filed as activators; HEK293 GP2 PTHR1 cells, GloSensor cAMP luminescence, 1 h; hit rate 0.075% among 410,000; Q03431; further: potency means the concentration at half of the fitted maximal effect; nearly all actives have a fitted effect of over 55% in size; some results filed as inactive show a strong effect at the top dose; inactives centre near -15; many of its hits are not listed in these tables
Target sequence (Q03431 whole entry, looked up): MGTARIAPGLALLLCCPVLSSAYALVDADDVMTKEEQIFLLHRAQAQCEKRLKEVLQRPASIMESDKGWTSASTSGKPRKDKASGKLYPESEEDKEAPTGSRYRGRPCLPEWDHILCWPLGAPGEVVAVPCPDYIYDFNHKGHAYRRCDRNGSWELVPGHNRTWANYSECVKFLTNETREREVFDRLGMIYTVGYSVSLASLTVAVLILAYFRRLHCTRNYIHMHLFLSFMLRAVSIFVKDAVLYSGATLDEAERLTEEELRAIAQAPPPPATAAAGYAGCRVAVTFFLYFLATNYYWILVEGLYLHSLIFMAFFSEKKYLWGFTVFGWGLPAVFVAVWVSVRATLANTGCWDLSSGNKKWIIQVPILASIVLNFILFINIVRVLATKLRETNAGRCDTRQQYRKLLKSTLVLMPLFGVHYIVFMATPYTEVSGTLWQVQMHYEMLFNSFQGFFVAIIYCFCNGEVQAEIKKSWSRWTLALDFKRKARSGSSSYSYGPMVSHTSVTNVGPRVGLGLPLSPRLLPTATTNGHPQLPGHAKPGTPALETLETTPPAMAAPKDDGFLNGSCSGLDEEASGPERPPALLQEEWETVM
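HEK-293-derived GP2 cells expressing PTHR1 and a GloSensor cAMP reporter, 3,000/well, plated overnight, given luciferin plus IBMX (each 0.5 mM as added) for 1 h at 37 °C, then compound for 1 h at 37 °C. Luminescence was read after 15 min at room temperature.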
* marks the source's active call; other numbers are inactive results; i = inactive; ? = inconclusive; . = no result given; & = joins results of further samples; [ ] = another dose, or the depositor's remark. Unless noted, the call rests on the fitted dose curve; in most records, active means well fitted curve in the direction sought with a large enough effect; inconclusive means small, poorly fitted or top-dose-only effect, or another doubt; inactive means no such curve, though single readings can be large; an effect the other way counts as inactive or inconclusive. An excerpt; rates above refer to the full screens.

Values run as follows: PI5P4K alpha inh	GLP-1R agonist	IL-2 act	EPAC1 antagonist	PLK1 PBD block	EPAC1 ag	GLP1R inv ag	PTHR1 ag	HEK293 tox
> c1ccc(CCn2c(C3CC3)nc3ccccc32)cc1
 : .	6%	0.1	1%	-9%	8%	-28%	-17%[57.5 µM]	-10%
> O=C(NCCCCCc1nc2ccccc2[nH]1)c1ccccc1Cl
 : -3	11%	-0.1	-5%	2%	1%	6%	-34%[inhibitor]	1%
> COC(=O)c1ccc(C2C(C#N)=C(N)Oc3cc(O)ccc32)cc1 (configuration not stated)
 : -5	8%	5.7	-4%	-13%	5%	30%[activator]	-5%	270%[activator]
> CC(=O)C[C@@H](O)CC(=O)[C@H]1OC(=O)[C@@H](C)C/C=C\Cc2ccccc21
 : -1	0%	0.1	-1%	-7%	-11%	6%	-2%	2%
> CC(=O)N1CCc2cc(S(=O)(=O)NC(Cc3ccccc3)C(=O)Nc3cc(C)ccn3)ccc21 (configuration not stated)
 : .	7%	1.4	0%	-5%	4%	0%	-42%[inhibitor][57.5 µM]	0%
> COc1ccc(CC(=O)NCCS(=O)(=O)N2CCN(c3ccccc3)CC2)cc1
 : -3	-5%	0.3	-14%	0%	-12%	10%	-21%	-1%
> COc1cccc(OC)c1C(=O)Nc1ccc2c(c1)CCCN2S(=O)(=O)c1ccc(C)cc1
 : -15	5%	-2.5	-27%	11µM*	10%	-1%&-17%	0%	-4%&8%
> CC1=C(C(=O)N(C(C)C)C(C)C)CC(CC(=O)NCc2ccco2)C(=O)N1CCCN1CCCC1=O (configuration not stated)
 : 3	-3%	-0.1	6%	-2%	11%	21%	-12%	1%
> COc1ccc(CC(=O)NNC(=O)c2cc(C)[nH]n2)cc1
 : 3	-1%	-0.5	-6%	1%	6%	0%	0%	-9%
> Cc1ccc(CCN2CC(C(=O)NC3CCCCC3)CC2=O)cc1 (configuration not stated)
 : 2	-6%	0.1	8%	-7%	-3%	-2%	i	-10%
> O=C1CC(SCCO)C(=O)N1c1ccc(Oc2ccccc2)cc1 (configuration not stated)
 : .	-2%	-0.6	-2%	-15%	6%	3%	-2%[57.5 µM]	-12%
> Cc1ccc(C(C)NC(=S)NCc2ccc(F)cc2)cc1C (configuration not stated)
 : -1	5%	-2.3	-1%	-8%	-3%	8.9µM*	i	-1%
> O=C1NC2(CCCCC2)N=C1c1ccccc1
 : .	3%	-3.5	1%	-2%	1%	-1%	i	-19%
> Cc1ccc(CCNC(=O)CN(C)S(=O)(=O)c2ccc3c(c2)c(=O)n(C)c(=O)n3C)cc1
 : 7	-3%	0.7	-18%	-2%	-7%	10%	-3%	6%
> Cc1ccccc1-n1c(Cn2c(=O)sc3ccccc32)nnc1SCC(N)=O
 : 3	8%	1.2	3%	0%	0%	-9%	-6%	-4%
> COc1ccc([N+](=O)[O-])c(OC)c1C(=O)NC(=O)Nc1c(C)cccc1C
 : 0	-3%	-0.1	-11%	-2%	4%	-5%	-9%	-4%
> CC1=CS(=O)(=O)CC1Sc1ncn[nH]1 (configuration not stated)
 : 0	2%	0.5	8%	-7%	1%	17%	i	-5%
> CCCN(CC(=O)Nc1ccccc1OC)C(=O)CCC(=O)c1ccc(OCC)cc1
 : 7	10%	-0.1	-4%	-7%	-1%	-12%	-21%	-17%
> COc1cccc(NC(=O)c2nc3nc(C)cc(C(F)F)n3n2)c1
 : -11	0%	0.5	-2%	-2%	-10%	7%	-17%	4%
> CCO[C@@H]1OC(C(=O)N2CCN(Cc3ccc4c(c3)OCO4)CC2)=C[C@H](C)[C@H]1CCCO
 : 0	1%	-0.1	6%	-20%	-1%	-19%	10%	3%
> O=C(N=C1SC2CS(=O)(=O)CC2N1c1ccc(Cl)cc1Cl)C1CC1 (configuration not stated)
 : -5	11%	-0.5	0%	-3%	-5%	3%	-3%	-4%
> COc1ccccc1NC(=O)CN1CCC(C(=O)c2ccc(F)cc2)CC1
 : 1	7%	-2.2	1%	-2%	10%	-4%	-14%	-17%
> O=C(N/N=C1\C2CN3CCN(C2)CC1(c1ccccc1)C3)Nc1ccccc1
 : 0	8%	-0.4	12%	-4%	-3%	8%	0%	-4%
> Cn1ncc2c(NNC(=O)c3ccc(O)cc3)ncnc21
 : -3	11%	-0.2	-3%	-9%	-15%	15%	i	8%
> Cc1onc(-c2ccccc2)c1C(=O)NCc1ccc(F)cc1
 : 2	-1%	1.6	-1%	1%	-5%	-29%	i	6%
> COc1ccc(CC(=O)NCc2nc(-c3ccccc3)no2)cc1
 : 2	-4%	-1.3	7%	-10%	-6%	5%	-11%	-7%
> Cc1cc(C(C)(C)C)oc1C(=O)N(CC(=O)NC1CCCC1)c1ccc(F)cc1
 : .	-2%	-1.1	-16%	-9%	14%	?	-26%	-27%
> COc1ccc(-c2nc(SC(CC(=O)NCc3ccccc3)c3ccc(OC)c(OC)c3)n[nH]2)cc1 (configuration not stated)
 : 4	11%	0.7	-11%	-10%	7%	12%	i	2%
> CC(C)(C)OC(=O)N1CCC(C(=O)N2CCCCCC2)CC1
 : 9	-14%	0.0	-5%	-3%	0%	-2%	-9%[57.5 µM]	-2%
> CCCC[C@H]1COCCS(=O)(=O)N1Cc1cccc(F)c1
 : 12	-2%	-1.5	5%	-7%	-12%	-1%	-7%	17%

Brought forward from above: 6 entries; new compounds follow.
Values run as follows: PI5P4K alpha inh	GLP-1R agonist	IL-2 act	EPAC1 antagonist	PLK1 PBD block	EPAC1 ag	GLP1R inv ag	PTHR1 ag	HEK293 tox
> Cc1onc(-c2ccccc2)c1C(=O)NCc1ccc(F)cc1
 : 2	-1%	1.6	-1%	1%	-5%	-29%	i	6%
> COc1ccc(CC(=O)NCc2nc(-c3ccccc3)no2)cc1
 : 2	-4%	-1.3	7%	-10%	-6%	5%	-11%	-7%
> Cc1cc(C(C)(C)C)oc1C(=O)N(CC(=O)NC1CCCC1)c1ccc(F)cc1
 : .	-2%	-1.1	-16%	-9%	14%	?	-26%	-27%
> COc1ccc(-c2nc(SC(CC(=O)NCc3ccccc3)c3ccc(OC)c(OC)c3)n[nH]2)cc1 (configuration not stated)
 : 4	11%	0.7	-11%	-10%	7%	12%	i	2%
> CC(C)(C)OC(=O)N1CCC(C(=O)N2CCCCCC2)CC1
 : 9	-14%	0.0	-5%	-3%	0%	-2%	-9%[57.5 µM]	-2%
> CCCC[C@H]1COCCS(=O)(=O)N1Cc1cccc(F)c1
 : 12	-2%	-1.5	5%	-7%	-12%	-1%	-7%	17%
> Cc1ccc(S(=O)(=O)Nc2cccc(C(=O)NCC(c3ccc(F)cc3)N3CCOCC3)c2)cc1 (configuration not stated)
 : 0	6%	-0.5	-8%	-7%	3%	-11%	-3%	1%
> OCCNCCOc1ccccc1-c1ccccc1
 : 0	-9%	0.7	-21%	-6%	0%	?	-3%[57.5 µM]	5%
> O=C(CCn1c(=O)c2ccccc2n(CC(=O)Nc2ccc(F)cc2)c1=O)NCCc1ccccc1
 : .	-4%	.	.	.	.	-1%	-24%	7%
> Cc1ccc2oc(C(=O)N(Cc3ccncc3)CC3CCCO3)c(C)c2c1 (configuration not stated)
 : 0	23%	-3.9	-2%	-9%	-5%	3%	-23%	3%
> O=C(OCCN1C(=O)c2ccccc2C1=O)c1ccco1
 : 3	1%	-0.9	4%	-5%	-4%	19%	-1%	-1%
> CC1CC(C)CN(C(=O)COC(=O)c2cc([N+](=O)[O-])ccc2N2CCOCC2)C1 (configuration not stated)
 : -1	24%	0.4	7%	-12%	-34%[inhibitor]	12%	i	-9%
> CCOc1ccc(C(=O)N[C@H](C(=O)N2CCN(c3ncccn3)CC2)C(C)C)cc1
 : 1	-2%	-2.6	19%	9%	0%	-1%	-4%	-28%
> Cc1ccc(OCC(O)CN2CCN(c3ccc(C)cc3)CC2)cc1 (configuration not stated)
 : 12	-6%	-0.3	-23%	7%	8%	?	-16%	0%
> O=C1C=C(c2ccc(CO)cc2)C[C@@H](c2ccc(F)cc2)C1
 : 0	2%	-2.7	-28%	-10%	-12%	4%	-15%	7%
> Cc1cc(C)n2c(SCC(=O)Nc3ccccc3)nnc2n1
 : 0	2%	-0.9	-12%	-16%	4%	-1%	14%	-11%
> CC(OC(=O)CCN=C1NS(=O)(=O)c2ccccc21)C(=O)Nc1ccc(S(N)(=O)=O)cc1 (configuration not stated)
 : -4	3%	1.2	0%	-7%	8%	6%	0%	8%
> CCC(C)NC(=O)C1CCC(=O)N1Cc1ccc(C)cc1 (configuration not stated)
 : 0	0%	-0.7	-15%	-6%	-2%	7%	-13%[57.5 µM]	-4%
> O=C(CCC(=O)NNC(=O)COc1ccc(Br)cc1)NCc1ccccc1
 : 4	1%	-0.3	-10%	-8%	-11%	-6%	i	-1%
> O=C(CSc1n[nH]c(=O)n1C1CC1)Nc1ccccc1
 : -7	4%	1.5	6%	2%	-8%	38%[activator]	i	5%
> O=C(CCc1c[nH]c2ccccc12)NCC(=O)Nc1ccc(F)c(F)c1F
 : -8	4%	4.1	9%	-6%	4%	13%	-18%	19%
> O=C(CSc1ncccn1)N/N=C/c1ccccc1[N+](=O)[O-]
 : 5	11%	0.9	-3%	-14%	16%	6%[7.66 µM]	i	3%[7.66 µM]
> CNc1ccccc1C(C)(C)c1cc(C)[nH]n1
 : -18	-7%	-0.8	6%	8.4µM*	-3%	?	-3%	-22%

Shown tab-delimited: part of the list above.
molecule	PI5P4K alpha inh	GLP-1R agonist	IL-2 act	EPAC1 antagonist	PLK1 PBD block	EPAC1 ag	GLP1R inv ag	PTHR1 ag	HEK293 tox
O=C1C=C(c2ccc(CO)cc2)C[C@@H](c2ccc(F)cc2)C1	0	2%	-2.7	-28%	-10%	-12%	4%	-15%	7%
OCCNCCOc1ccccc1-c1ccccc1	0	-9%	0.7	-21%	-6%	0%	?	-3%[57.5 µM]	5%
